PME-1 inh: blocks human protein phosphatase methylesterase 1 | Q9Y570 | recombinant PME-1, FP-Rh probe fluorescence polarization | inhibition, % at 5.9 µM | hit rate 0.53% among 320,000;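 active means inhibition above the campaign mean of all compounds plus 3 SD, cut at about 26% in these data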;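 further: competitive labeling of PME-1 active site by serine hydrolase directed probe; 0% = PME-1 with DMSO and 100% = wells lacking PME-1 enzyme; inhibitors block probe labeling so polarization falls and inhibition rises; many of its hits are not listed in these tables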
Target sequence (Q9Y570 whole entry, looked up): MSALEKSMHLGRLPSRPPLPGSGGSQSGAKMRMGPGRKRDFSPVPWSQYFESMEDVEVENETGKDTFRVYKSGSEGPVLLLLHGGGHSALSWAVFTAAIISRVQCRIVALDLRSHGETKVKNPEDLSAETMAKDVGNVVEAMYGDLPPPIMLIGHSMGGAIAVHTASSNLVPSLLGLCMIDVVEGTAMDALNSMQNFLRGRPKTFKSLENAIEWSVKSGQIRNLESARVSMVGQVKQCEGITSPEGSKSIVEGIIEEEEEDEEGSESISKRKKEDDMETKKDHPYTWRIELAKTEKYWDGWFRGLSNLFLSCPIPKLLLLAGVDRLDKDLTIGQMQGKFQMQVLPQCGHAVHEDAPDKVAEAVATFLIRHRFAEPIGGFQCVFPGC
PAD4 FP inh: inhibitors of human PAD4; Q9UM07; recombinant PAD4, RCA probe fluorescence polarization; inhibition, % at 6.36 µM; hit rate 0.41% among 330,000;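 active means percent inhibition above a cutoff equal to the mean of all tested compounds plus 3 SD, cut at about 15% in these data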;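 further: 0% = PAD4 with RCA probe and DMSO and 100% = probe without PAD4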
GSTO1 inh: blocks human GSTO1 in RBBP9 counter-screen | P78417 | AID 1974 | hit rate 1.1% among 300,000 | recombinant GSTO1, activity-based probe fluorescence polarization | inhibition, % at 5.96 µM;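 active means inhibition above the campaign mean inhibition plus 3 SD, cut at about 35% in these data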;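 further: 0% = GSTO1-1 with DMSO and 100% = wells lacking GSTO1-1 enzyme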
pPAFAH FP inh: pPAFAH (human) enzyme inhibition; recombinant pPAFAH, FP-rhodamine probe fluorescence polarization; inhibition, % at 3.39 µM; hit rate 1.5% among 330,000; AID 463082;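 active means inhibition above the mean inhibition across the screen plus 3 SD, cut at about 25% in these data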;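 further: inhibitors block binding of the rhodamine activity-based probe so polarization drops; 0% = enzyme with DMSO and 100% = wells lacking pPAFAH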
Target sequence (Q13093 whole entry, looked up): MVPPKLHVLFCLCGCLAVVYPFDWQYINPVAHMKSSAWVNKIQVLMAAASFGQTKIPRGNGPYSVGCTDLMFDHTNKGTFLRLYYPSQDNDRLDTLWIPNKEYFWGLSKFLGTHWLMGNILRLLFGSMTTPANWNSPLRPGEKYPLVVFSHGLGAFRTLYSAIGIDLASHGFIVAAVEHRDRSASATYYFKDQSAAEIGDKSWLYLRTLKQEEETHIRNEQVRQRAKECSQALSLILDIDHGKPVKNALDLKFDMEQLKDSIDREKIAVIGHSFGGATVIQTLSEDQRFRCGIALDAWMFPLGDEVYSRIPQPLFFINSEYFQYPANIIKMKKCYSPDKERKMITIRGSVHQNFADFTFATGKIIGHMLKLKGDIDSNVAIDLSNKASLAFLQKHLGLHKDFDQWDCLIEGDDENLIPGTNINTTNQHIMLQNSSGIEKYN
PAFAH1B2 inh: blocks human PAF acetylhydrolase 1b catalytic subunit 2 | AID 492953 | hit rate 1.2% among 340,000 | inhibition, % at 3.39 µM | P68402 | recombinant PAFAH1B2, FP-rhodamine activity probe, fluorescence polarization;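 active means inhibition above the mean of all tested compounds plus 3 SD, cut at about 24% in these data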;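 further: 0% = enzyme with DMSO and 100% = wells lacking PAFAH1B2; many of its hits are not listed in these tables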
Fam108B inh: counter-screen for RBBP9 inhibitors: inhibitors of mouse Fam108B. recombinant Fam108B, FP-Rh probe fluorescence polarization. inhibition, % at 9.51 µM. hit rate 0.33% among 300,000;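 active means inhibition above the screen mean inhibition plus 3 SD, computed separately per campaign, cut at about 18% in these data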;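 further: inhibitors lower polarization as less probe binds the enzyme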
PAFAH2 FP inh: inhibitors of human PAFAH2. inhibition, % at 3.39 µM. recombinant PAFAH2, FP-rhodamine activity probe, fluorescence polarization. AID 492956. hit rate 0.99% among 340,000. Q99487;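 active means inhibition above the mean over all tested compounds plus 3 SD, cut at about 30% in these data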;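 further: inhibitors block probe labeling of enzyme so polarization drops; 0% = enzyme with DMSO and 100% = wells lacking PAFAH2 protein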
PAFAH1B3 FP inh: blocks human PAF acetylhydrolase 1B catalytic subunit 3; recombinant PAFAH1B3, FP-rhodamine probe, fluorescence polarization; hit rate 0.28% among 340,000; Q15102; AID 492972; inhibition, % at 3.39 µM;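 active means inhibition above the screen-wide average of all tested compounds plus 3 SD, cut at about 25% in these data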;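 further: 0% = enzyme with DMSO only and 100% = wells lacking PAFAH1B3 protein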
Target sequence (Q15102 whole entry, looked up): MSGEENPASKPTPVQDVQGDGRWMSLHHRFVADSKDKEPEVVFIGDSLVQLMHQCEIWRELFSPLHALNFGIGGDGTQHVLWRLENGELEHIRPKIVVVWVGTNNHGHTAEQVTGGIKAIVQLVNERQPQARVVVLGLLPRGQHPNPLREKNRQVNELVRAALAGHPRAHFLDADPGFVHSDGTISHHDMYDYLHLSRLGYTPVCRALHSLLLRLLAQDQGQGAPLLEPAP
LYPLA1 inh: blocks human lysophospholipase 1, a PME1 counter-screen; recombinant LYPLA1, FP-Rh probe fluorescence polarization; O75608; inhibition, % at 5.9 µM; hit rate 0.16% among 320,000;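 active means inhibition above the mean of all tested compounds plus 3 SD, set per campaign, cut at about 14% in these data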;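 further: inhibitors block serine hydrolase probe labeling of LYPLA1 so polarization falls; 0% = enzyme with DMSO and 100% = wells lacking LYPLA1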
* marks the source's active call; other numbers are inactive results; . = not tested or not shown; & = joins results of further samples. A portion of the library, so the mix of outcomes need not match the whole.

Each structure is followed by: PME-1 inh	PAD4 FP inh	GSTO1 inh	pPAFAH FP inh	PAFAH1B2 inh	Fam108B inh	PAFAH2 FP inh	PAFAH1B3 FP inh	LYPLA1 inh
O=C1CN=C(c2ccc(Br)cc2)c2c(sc3c2CCCC3)N1CCN1CCCCC1
  1.5	-4.8	3.9	6.8	6.3	2.5	-1.1	14.4	3.9
CCCCn1c(=O)c(C(=O)Nc2ccccn2)c(O)c2ccccc21
  -9.8	-1.0	11.2	9.2	3.3	0.1	-13.7	9.0	-0.3
COCCCn1c(N)c(C(=O)OC(C)COC)c2nc3ccccc3nc21 (stereo unspecified)
  2.3	-9.4	12.2	-1.4	5.0	0.1	-0.7	8.4	1.1
CC(=O)O[C@@H]1CC[C@]2(C)C3CC[C@@]4(C)C(C[C@@H](O)[C@@H]4O)C3[C@@H](OC(C)=O)C[C@H]2C1 (stereo partly specified)
  .	-2.5	.	-2.6	1.4	.	-2.7	7.0	.
N/C(=N\N=C\c1ccc(O)cc1O)N[N+](=O)[O-]
  3.1	-0.6	11.4	0.8	8.1	2.0	3.5	7.6	0.2
CC(C)N(CC(O)c1cccc([N+](=O)[O-])c1)C(C)C (stereo unspecified)
  1.5	-2.6	8.9	-6.1	-1.5	-1.4	1.1	-3.4	2.5
O=C(CSC1c2ccccc2-c2ccccc21)N/N=C/c1ccccc1
  -1.8	-5.3	-8.1	-5.1	8.1	-1.1	-7.8	0.4	-0.9
Cc1ccnc(-n2c(-c3ccco3)nc3ccccc3c2=O)c1
  -6.2	-3.0	5.0	-3.4	3.7	1.4	0.8	13.7	0.0
O=[N+]([O-])c1ccccc1CNCCc1c[nH]c2ccccc12
  2.1	-2.4	5.0	4.0	1.5	-2.2	3.2	3.7	1.5
c1ccc(CCCN2CCN(CCOC(c3ccccc3)c3ccccc3)CC2)cc1
  0.5	-0.5	0.5	-1.3	3.4	0.0	-2.6	0.2	-2.2
CN(C(=O)Oc1ccc([N+](=O)[O-])cc1)c1ccccc1
  0.6	-1.4	2.6	7.2	5.8	0.8	-0.9	1.8	-0.8
CN(C)c1nc(-c2ccccc2)[n+](C)s1
  -3.4	-0.8	11.0	2.9	0.9	3.6	-5.0	-0.1	-0.6
OC1(c2ccc(F)cc2)CC2CCC(C1)N2Cc1nnnn1C1CCCC1 (stereo unspecified)
  -6.1	5.4	3.2	1.1	1.8	-0.2	-0.4	-0.5	1.3
CCCCCCn1c(O)c(C=NCCN2CCCCC2)c(=O)[nH]c1=O
  -3.0	-2.0	10.2	0.8	3.1	2.6	3.2	5.8	-2.0
CC(C)(C)c1ccc(C(=O)C2CCCN(Cc3ccon3)C2)cc1 (stereo unspecified)
  7.7	-1.1	-4.0	9.3	4.0	-2.5	-0.1	-0.9	3.8
COc1ccc(OP(=O)(Nc2ccccc2)Nc2ccccc2)cc1
  3.4	-0.2	2.4	1.4	3.5	5.0	7.6	-2.4	-0.2
CCOC(=O)c1c(-n2c(C)cc(C=C3C(=O)NC(=S)NC3=O)c2C)sc2c1CCCC2
  -1.9	-2.5	7.8	25.3*	-4.4	9.7	7.2	0.9	-2.9
CC(=NCc1cccnc1)c1c(O)n(-c2ccccc2)c(=O)[nH]c1=O
  5.0	-7.0	3.7	-1.8	2.2	-0.8	-11.4	6.3	1.1
Cc1ccccc1[N+](=O)[O-]
  -0.1	-8.4	.	2.0	-0.6	.	1.6	0.5	-0.1
O=C1c2ccccc2C(=O)N1Cc1nc2ccccc2c(=O)n1-c1ccc(Br)cn1
  3.0	-2.4	2.4	6.6	1.3	4.3	-4.7	4.2	-3.6
COc1cccc(CNCCc2ccc3c(c2)OCO3)c1OC
  0.9	-3.5	-7.8	5.9	3.2	3.2	-5.4	6.7	1.5
CC(=Nc1ccc(F)cc1)c1c(O)n(C)c(=O)[nH]c1=O
  -2.4	-1.9	7.2	3.6	4.9	0.2	0.1	4.3	-0.4
Cc1ccccc1N1CCN(C2CCCN(C(=O)Cc3c(C)noc3C)C2)CC1 (stereo unspecified)
  -7.8	-3.8	3.1	-3.7	-8.8	2.4	3.6	3.9	-4.4
CC(NCc1cccc(Cl)c1Cl)C(O)c1ccccc1 (stereo unspecified)
  3.1	1.3	0.9	1.5	0.7	0.4	2.1	6.9	5.9
O=C(NC1CCCCC1)Oc1cc2oc(=O)sc2cc1Cl
  -0.3	2.2	54.6*	8.6	0.4	5.5	2.8	3.3	4.3
Cc1ccc(CN2CCCN(Cc3ccccc3C)S2(=O)=O)cc1
  -1.9	3.8	-1.7	4.6	-1.9	-1.2	-5.2	8.4	-7.0
O=C(CNC(=O)c1ccc(Br)cc1)Nc1ccc(Br)cc1C(=O)c1ccccc1
  -4.2	-3.7	-7.1	0.2	1.6	-15.0	14.8	3.8	-7.1
CC1(C)CSC(=NCc2ccccc2)N1
  4.7	-2.8	0.2	0.9	0.8	0.8	4.0	15.4	-1.6
c1ccc(CNc2c3c(nc4ccccc24)CCC3)cc1
  -18.6	1.4	-1.7	2.9	3.1	0.5	5.8	0.9	-4.1
CN1C2CCC1CC(OC(=O)c1ccc(Cl)cc1)C2 (stereo unspecified)
  -1.2	3.3	9.4	0.0	-0.8	1.7	1.8	0.3	-0.4
O=C(NCC(c1cccnc1)N1CCN(c2ccccc2)CC1)Oc1ccccc1 (stereo unspecified)
  0.1	-0.9	7.4	-2.0	4.3	0.8	3.2	-3.1	-0.8
CCN(CC)c1ccc(/C=C2/C(=O)NC(=O)N(Cc3ccco3)C2=O)cc1
  -6.5	-1.3	17.1	10.2	-0.5	0.5	7.0	-10.8	0.1
CC(=NCCN1CCOCC1)c1c(O)n(-c2ccccc2C)c(=O)[nH]c1=O
  4.1	5.0	3.5	-0.2	1.9	4.8	-2.8	9.7	0.8
CNC(=S)N(C)CCc1cc2c(c(OC)c1C=C1C(=O)NC(=O)NC1=O)OCO2
  -3.3	1.6	-4.1	1.6	4.3	2.0	0.5	2.2	2.7
O=C(Nc1ccccc1)c1cccn(Cc2ccccc2)c1=O
  -5.0	0.0	-0.7	4.4	6.4	1.7	2.0	10.3	-0.9
Cn1nc(-c2ccc(OCC(=O)N3CCN(Cc4ccccc4)CC3)cc2)c2ccccc2c1=O
  -1.2&-2.0	2.1&4.5	-3.1&34.0	3.7&1.5	0.0	-1.7&-1.0	1.0	3.7	0.0&0.0
COc1cccc(C(=O)C2CCCN(C3CCOCC3)C2)c1 (stereo unspecified)
  3.7	-3.0	5.9	0.8	6.5	-1.7	5.4	1.0	3.6
Oc1ccccc1/C=N/NP(=S)(c1ccccc1)c1ccccc1
  -6.2	0.0	-6.4	-1.6	-2.0	-3.0	-12.9	0.5	-9.3
CCCCn1c(O)c(C(CC)=NCc2ccc3c(c2)OCO3)c(=O)[nH]c1=O
  -3.6	1.5	4.2	2.5	4.1	1.1	6.9	5.8	-3.6
CCC(=O)N1CCN(CCN=Cc2c(O)n(C)c(=O)n(C)c2=O)CC1
  0.6	-1.8	-3.2	-2.1	-1.7	-0.8	4.2	-2.0	-2.2
CCc1ccc(CN2CCN(Cc3ccc(SC)cc3)CC2)cc1
  0.1	6.6	8.6	-2.8	.	5.2	.	.	1.5
O=C(O)CSC(=S)N1CC2CC(C1)c1cccc(=O)n1C2 (stereo unspecified)
  -1.4	0.4	11.8	-1.1	-1.0	0.6	0.3	6.1	1.4
COC(=O)C1=C(c2cc3ccccc3s2)C[C@@H]2CC[C@H]1N2C(=O)NCCCOC(C)C
  -3.9	-2.8	10.4	2.0	4.5	1.7	-5.3	2.0	-0.4
CCCCOP(=O)(OCCCC)/C(C#N)=C(/C)O
  2.5	-4.6	-10.8	-5.9	4.6	0.0	-0.8	11.7	-3.4
NC(=O)OCCSc1nnc(-c2cccc(C(N)=S)c2)o1
  5.0	-1.2	4.3	0.8	1.5	-1.5	3.9	8.1	-2.1
OC(CC#CCN1CCCCCC1)(c1ccccc1)C1CCCC1 (stereo unspecified)
  -4.1	-2.4	-2.1	3.1	1.8	-4.5	0.9	7.0	3.6
O=C(C(=C1N(Cc2ccc(Cl)nc2)CCN1Cc1ccc(Cl)nc1)[N+](=O)[O-])C(Cl)Cl
  1.5	2.2	9.5	3.0	7.7	-1.8	-1.9	12.5	4.7
O=C(Nc1ccc(F)cc1)N1CC2CC(C1)c1cccc(=O)n1C2 (stereo unspecified)
  -13.9	-2.0	5.4	-7.7	-2.4	-1.8	-0.1	12.5	-0.1
O=C(COC(=O)Cc1ccccc1)Nc1cc(S(=O)(=O)N2CCCCC2)ccc1Cl
  12.3	-2.0	1.0	17.6	3.2	-3.9	13.1	3.1	0.8
CN1CCN(c2ccc(C(N)=O)cc2[N+](=O)[O-])CC1
  -1.3	2.0	1.6	2.5	-1.4	2.2	-1.4	0.3	-1.7
Cc1nc2ccccc2c(=O)n1-n1cnnc1
  -1.2	1.5	-1.1	3.9	4.0	6.3	-3.8	4.0	1.1
CCN(CC)CCN=Cc1c(O)n(Cc2ccco2)c(=O)[nH]c1=O
  -0.9	3.2	7.7	3.0	.	-2.2	.	.	0.3
O=C(N[C@H]1CP(=O)(Oc2ccccc2)O[C@H](COCc2ccccc2)[C@H]1O)C(Cl)(Cl)Cl (stereo partly specified)
  1.9	2.3	10.6	5.1	1.8	-1.1	6.3	7.2	2.6
COC(=O)C1=CO[C@@H](C)[C@@H]2CN3CC[C@@]4(C(=O)Nc5ccccc54)[C@@H]3C[C@H]12
  6.6	-1.6	7.0	-4.0	7.1	2.6	-3.3	7.5	-2.0
CC(C(=O)c1c[nH]c2ccccc12)N1CCN(C(=O)c2ccco2)CC1 (stereo unspecified)
  -3.9	5.5	1.6	2.7	0.9	0.4	11.0	1.1	-0.9
O=c1[nH]c(=S)n(Cc2ccc(F)cc2)c(O)c1/C=N/N1CCCCCC1
  -2.5	-8.0	-4.0	0.2	32.9*	2.8	-2.8	-0.2	-1.8
c1ccc2c(c1)CSc1ccccc1C2C1=NCCN1 (stereo unspecified)
  6.3	-7.8	2.7	8.3	-0.3	1.4	4.8	4.7	-1.1
CCN(c1ccc(C(O)(C(=O)OC)C(F)(F)F)cc1)S(=O)(=O)c1ccc(C)cc1 (stereo unspecified)
  3.3	-1.6	1.4	6.9	5.9	0.8	4.6	0.8	0.1
COC(=O)C1=C(c2cc3ccccc3s2)C[C@@H]2CC[C@H]1N2C(=O)NCc1ccccc1
  -5.7	-2.1	-1.1	-5.1	1.0	0.0	-1.2	-8.7	-4.3
CN1C(=O)CN=C(c2ccccc2Cl)c2cc(Br)ccc21
  -4.0	3.5	1.3	3.2	-0.4	3.2	12.1	9.3	-2.9
O=C1NC(=O)N(c2ccccc2)C(=O)/C1=C\c1ccc2c3c(cccc13)CC2
  1.4	1.8	17.8	-2.2	.	3.1	.	.	-0.7
Nc1cc(N2CCNCC2)c([N+](=O)[O-])cc1Cl
  4.0	-2.4	-0.3	6.0	-2.9	1.8	3.8	1.5	2.0
Oc1ccc(-[n+]2c(-c3ccccc3)cc(-c3ccccc3)cc2-c2ccccc2)cc1
  5.0	-4.2	4.6	-1.8	3.9	1.6	0.7	4.2	-0.1
